Gal4-VP16 FLuc: inhibits Gal4-VP16 luciferase reporter, ROR gamma counter-screen. Potency, µM (top dose mostly 53.6 µM), for the others: at the top dose activity, negative = inhibition, usual class: inhibitors. Drosophila S2 Gal4-VP16 UAS-luciferase, luminescence, 20 h. 310,000 tested, 3.5% active;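 note: Gal4-VP16 expression switched on by copper sulfate through the metallothionein promoter; potency is the fitted concentration of half-maximal effect; % is set by controls: 0 for no effect and ±100 for the full control effect; nearly all actives have a fitted effect of over 50% in size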
RORg inh: inhibitors of mouse ROR gamma transcriptional activity. P51450. Drosophila S2 Gal4-RORgamma UAS-luciferase reporter, 20 h. Potency, µM (series often up to 53.6 µM), for inactives: at the top dose activity change, negative = inhibition, actives largely listed as inhibitors. 310,000 tested, 5.4% active. AID 2551; note: potency is the fitted concentration of half-maximal effect; % is set by controls: 0 for no effect and ±100 for the full control effect; nearly all actives have a fitted effect of over 60% in size
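Stable Schneider cell line, Gal4 DNA-binding domain fused to ROR gamma, UAS-luciferase. Cmpd 1 hr RT → CuSO4 700 uM final → 20 hr RT → luciferase reagent 10 min → luminescence.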
Giardia killer: Giardia lamblia killing; Giardia lamblia trophozoite viability; activity change, % at 7.66 µM, hits read low; 340,000 tested, 0.15% active; in the data active = activity change below about -80%; inconclusive = between about -30% and that limit;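 note: parasites exposed to compound for two days anaerobically before the ATP read; % is set by controls: 0 for no effect and ±100 for the full control effect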
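Killing of trophozoites was scored by loss of ATP luminescence after a 48 hrs anaerobic exposure to compounds at 37 deg C, using 100 cells per well.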
FLuc counter: inhibits or activates purified firefly luciferase, miR-21 counter-screen | Potency, µM (doses to about 57.5 µM), inactives show top-dose activity change, negative = inhibition, actives largely listed as inhibitors | purified FLuc, Km substrates, luminescence inhibition | 360,000 tested, 6.9% active;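 note: potency is the fitted concentration of half-maximal effect; plate controls were vehicle for no effect and reference inhibitor for full effect; nearly all actives have a fitted effect of over 55% in size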
Target sequence (P08659 whole entry, looked up): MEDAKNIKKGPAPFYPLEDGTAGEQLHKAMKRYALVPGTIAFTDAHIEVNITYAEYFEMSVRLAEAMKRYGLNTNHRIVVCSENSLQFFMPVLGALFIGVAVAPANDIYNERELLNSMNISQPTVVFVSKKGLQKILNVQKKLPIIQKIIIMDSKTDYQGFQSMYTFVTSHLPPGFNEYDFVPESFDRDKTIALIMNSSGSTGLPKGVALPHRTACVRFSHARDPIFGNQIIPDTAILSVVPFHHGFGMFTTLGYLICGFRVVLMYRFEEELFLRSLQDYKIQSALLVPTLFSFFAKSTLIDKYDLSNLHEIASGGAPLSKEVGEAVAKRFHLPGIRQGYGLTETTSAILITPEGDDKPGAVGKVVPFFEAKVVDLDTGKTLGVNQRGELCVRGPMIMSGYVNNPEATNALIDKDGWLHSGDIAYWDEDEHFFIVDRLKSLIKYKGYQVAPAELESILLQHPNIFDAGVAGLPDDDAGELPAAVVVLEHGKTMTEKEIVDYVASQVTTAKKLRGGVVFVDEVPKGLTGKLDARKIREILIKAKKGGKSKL
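Purified P. pyralis luciferase (10nM final) with 10uM D-luciferin and 10uM ATP (Km levels) in 50mM Tris acetate pH 7.5, 10mM Mg acetate, 0.01% Tween-20, 0.05% BSA; qHTS 6-point titration, ~60 µM downward; luminescence read.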
NPC1 promoter act: NPC1 promoter activation. 320,000 tested, 2.4% active. Huh7 NPC1 promoter luciferase reporter, 24 h. Potency, µM (titrated, usually from 9.22 µM), without a hit: at the highest dose activation, most hits filed as activators;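 note: potency is the fitted concentration of half-maximal effect; % of control where 0% means no effect; nearly all actives have a fitted effect of over 60% in size; reporter is driven by a mutant NPC1 promoter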
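Huh7 cells stably carrying NPC1 promoter–luciferase, plated in Opti-MEM with 10% FBS for 2 h, were exposed to compound in DMSO for 24 h at 37 °C; luciferase reagent was added for 10 min and luminescence read.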
Menin-MLL TR inh: menin-MLL binding inhibition, Texas Red mutant peptide; O00255; Menin + Texas Red MLL mutant peptide, fluorescence polarization; Potency, µM (doses to about 61.6 µM), for inactives: at the top dose FP activity change, negative = inhibition, hits mostly inhibitors; 270,000 tested, 0.23% active; AID 1768; active = well fitted inhibition curve with a large enough effect in the polarisation, with a control signal flat, not every such curve was filed as active; inconclusive = small, poorly fitted or top-dose-only effect, or effect the other way, or a change in a side signal; inactive = no such curve, though single readings can be large or run the other way; the % refers to the polarisation; note: potency is the fitted concentration of half-maximal effect; % of control where 0% means no effect; many of its hits are not listed in these tables
BRCA1 expr up: activators of BRCA1 expression | MCF7-BRCA1-FFLuc reporter, luminescence, 48 h; response scale: scaled: vehicle 0%, 10 µM genistein 100% | Potency, µM (series often up to 46.1 µM), without a hit: at the top dose activation, hits mostly activators | AID 624202 | 380,000 tested, 1.1% active; note: potency is the fitted concentration of half-maximal effect; nearly all actives have a fitted effect of over 80% in size; some results filed as inactive show a strong effect at the top dose
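Activators of BRCA1 expression were detected as increased firefly luciferase luminescence in engineered MCF7 cells after 48 h compound incubation. Signals were scaled to genistein 10 microM as full activation.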
PKM2 act: activators of human pyruvate kinase M2; P14618; purified PKM2, Kinase-Glo ATP luminescence, activation; response scale: 0% is enzyme alone, no compound; Potency, µM (doses to about 57.5 µM), inactives show top-dose activation, actives largely listed as activators; 260,000 tested, 0.34% active; AID 1631; note: potency is the fitted concentration of half-maximal effect; % is set by controls: 0 for no effect and ±100 for the full control effect; nearly all actives have a fitted effect of over 55% in size
Target sequence (P14618 whole entry, looked up): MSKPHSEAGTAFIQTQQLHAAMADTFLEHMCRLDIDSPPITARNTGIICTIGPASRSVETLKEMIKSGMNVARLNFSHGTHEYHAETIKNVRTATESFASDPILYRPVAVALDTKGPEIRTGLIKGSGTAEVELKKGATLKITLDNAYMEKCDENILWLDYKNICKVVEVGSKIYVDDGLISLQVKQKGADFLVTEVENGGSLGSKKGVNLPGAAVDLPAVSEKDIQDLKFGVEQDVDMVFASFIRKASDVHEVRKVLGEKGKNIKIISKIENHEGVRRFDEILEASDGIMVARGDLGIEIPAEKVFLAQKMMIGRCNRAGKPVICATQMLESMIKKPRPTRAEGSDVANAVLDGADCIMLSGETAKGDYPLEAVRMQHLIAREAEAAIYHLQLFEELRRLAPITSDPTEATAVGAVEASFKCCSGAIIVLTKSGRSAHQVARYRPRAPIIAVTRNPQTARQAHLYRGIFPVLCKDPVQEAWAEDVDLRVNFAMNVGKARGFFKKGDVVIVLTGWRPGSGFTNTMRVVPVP
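Kinase-Glo luminescence reports ATP generated from ADP (0.1 mM) and PEP (0.5 mM) by purified hPK-M2 after 1 h at room temperature, pH 7.2 imidazole buffer; intermediate enzyme activity allows detecting inhibitors and activators.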
p53 reactivation: re-activators of mutant p53. H1299 p53-A138V BP100-luciferase reporter, luminescence, 24 h. 320,000 tested, 0.063% active. Potency, µM (series often up to 92.2 µM), for inactives: at the top dose activity change, positive = activation, actives largely listed as activators; note: potency is the fitted concentration of half-maximal effect; % of control where 0% means no effect; nearly all actives have a fitted effect of over 45% in size
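p53-null H1299 cells stably carrying temperature-sensitive p53-A138V and a BP100-luciferase reporter were pinned with compounds (4-point, 1:5 series) and held 24 hrs at 37 deg C. Luminescence was read 10 min after detection reagent.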
ELG1 genotox: genotoxicity induction in ELG1-luciferase HEK293T cells; HEK293T ELG1-luciferase reporter, luminescence, 16 h; Potency, µM (top dose mostly 46 µM), without a hit: top-dose activity change, positive = activation, hits mostly activators; 330,000 tested, 1.3% active; note: potency is the fitted concentration of half-maximal effect; % of control where 0% means no effect; nearly all actives have a fitted effect of over 60% in size
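Reporter readout depends on ELG1 protein level, which increases with genetic stress. After 16 hr compound exposure at 37 °C, luciferase activity was quantified using ONE-Glo.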
Rab9 promoter act: activators of Rab9 promoter | Potency, µM (top dose mostly 9.22 µM), for inactives: at the highest dose activation, negative = inhibition, most hits filed as activators | AID 485297 | Huh7 Rab9 promoter-luciferase reporter, luminescence, 24 h | 320,000 tested, 2.8% active; note: potency is the fitted concentration of half-maximal effect; % of control where 0% means no effect; nearly all actives have a fitted effect of over 60% in size
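Measured in stably transfected Huh7 cells bearing a Rab9 promoter–luciferase construct: 24 h compound treatment at 37 °C, followed by luminescence detection.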
The depositor's hits bear a star; ? = inconclusive; . = not tested or not shown; [ ] = another dose, or the depositor's remark. Unless noted, calls come from the whole dose curve; as a rule, active = well fitted curve in the direction sought with a large enough effect; inconclusive = small, poorly fitted or top-dose-only effect, or another doubt; inactive = no such curve, though single readings can be large; an effect the other way counts as inactive or inconclusive. An excerpt. The share of hits here may be higher or lower than overall.

Structure	Gal4-VP16 FLuc	RORg inh	Giardia killer	FLuc counter	NPC1 promoter act	Menin-MLL TR inh	BRCA1 expr up	PKM2 act	p53 reactivation	ELG1 genotox	Rab9 promoter act
Cc1ccc(N(Cc2ccccc2)C(=O)c2ccc(F)cc2)cc1	-5%	-1%	-11	0%	2%	.	87%	13%	-1%	4%	0%
CCn1c(CN2CCN(c3ccc(Cl)cc3)CC2)nc2ccccc21	8.9µM*	10µM*	14	-6%	-7%	-16%	-2%[1.84 µM]	-9%	10%	-4%	-1%
COc1ccc2[nH]c(=O)c(CN(C(=O)c3ccco3)C3CCCCC3)cc2c1	-2%	-10%	-25	-11%	9%	18%	-12%	-13%	-6%	9%	-4%[1.84 µM]
Cc1sc2nc(CSCC(=O)Nc3ccc(C(F)(F)F)cc3)[nH]c(=O)c2c1C	.	.	0	.	-3%	.	-35%	.	-1%	-1%	-1%
CCOc1ccc(-c2ccc(NS(=O)(=O)c3cc([N+](=O)[O-])c(C)c([N+](=O)[O-])c3)cc2)nn1	3%	7%	-23	1%	-4%	.	6%	.	5%	0%	-2%
Cc1nnc(NC(=O)CSc2nnc(CC(=O)Nc3ccccc3Cl)n2C)s1	-6%	-44%	-15	-1%	8%	5%	0%	.	5%	3%	3%
FC(F)(F)c1cc(-c2cccs2)nc2cc(-c3ccccc3)nn12	10%	14%	-18	2%	-2%	?	-45%	6%	-5%	2%	-2%
Cc1ccc(C(=O)N/C(=C\c2cccs2)C(=O)NCc2cccnc2)cc1	-11%	8%	-4	-2%	-1%	3%	1%	-13%	-9%	1%	-3%
CC(C)NC(=O)c1ccc(Cl)cc1Cl	5%	-1%	-2	-7%	-4%	-2%	?	-5%	0%	4%	1%
O=C(c1ccc(Cl)cc1)c1cc(-c2ccccn2)c(N2CCOCC2)s1	1%	35%	0	-2%	1%	14%	-24%	1%	2%	-3%	0%
O=C(Cn1cnc2ccccc2c1=O)Nc1ccc2c(c1)OCO2	5%	21%	-3	19µM*	24%	16%	?	-3%	?	?	?
COCCCNC(=O)Nc1ccc2c(c1)N(C)C(=O)CS2	14%	-20%	1	2%	1%	2%	-11%	1%	-3%	11%	-6%

Structure	Gal4-VP16 FLuc	RORg inh	Giardia killer	FLuc counter	NPC1 promoter act	Menin-MLL TR inh	BRCA1 expr up	PKM2 act	p53 reactivation	ELG1 genotox	Rab9 promoter act
COc1cc(C2c3cc4c(cc3C(OC3OC5COC(c6cccs6)OC5C(O)C3O)C3COC(=O)C23)OCO4)cc(OC)c1O (stereo not drawn)	?	?	6	4%	-18%	.	-52%	23%	14%	-11%	-26%
CCOc1nc(-c2ccccc2)c2cc(C)ccc2n1	-1%	-23%	?	0%	-2%	-23%	-14%	7%[0.46 µM]	-6%	-6%	-4%
CCOC(=O)C(C)n1nc(C)c2sc3ccccc3c2c1=O (stereo not drawn)	2%	15%	-3	-2%	-7%	?	-37%	1%	2%	-6%	9%
NC(=O)c1ccccc1NC(=O)C1CCCO1 (stereo not drawn)	-6%	-3%	2	0%	-6%	1%	-30%	4%[11.5 µM]	-10%	-4%	-2%
COc1ccccc1Nc1ncnc2c1oc1ccccc12	15%	13%	-12	13µM*	24%	10%	72%	21%	?	15µM*	12%
O=C(Nc1ccc(N2CCN(C(=O)c3ccco3)CC2)cc1)c1cccc(F)c1	2%	?	7	1%	-2%	23%	-37%	-3%	6%	-2%	10%
COc1ccc(C(=O)C[n+]2cccc(Br)c2)cc1	0%	-4%	-1	-1%	-4%	.	23%	-1%	1%	-4%	-2%
CCN(C(=O)c1ccnc(C(C)(C)C)c1)c1ccccc1	-1%	1%	23	0%	0%	-17%	0%	-5%	-1%	-8%	-4%
Cc1ccc(NC(=O)C/C(N)=N/OC(=O)Nc2cccc(C)c2)cc1	.	.	-10	?	-2%	.	2%	.	4%	1%	-1%
CC1CC(C)CN(C(=O)CSc2nnc(-c3ccc(Cl)cc3)o2)C1 (stereo not drawn)	-2%	-15%	?	-4%	1%	-8%	-1%	-10%	-2%	2%	-3%
Cc1ccc2nc(-c3ccncc3)cc(C(=O)Nc3ccc4c(c3)OCCO4)c2c1	-9%	7%	25	-14%	-14%	-4%	-78%	12%	-1%	-10%	-5%
CC1CCN(CCC(=O)Nc2ccc(Cl)cc2)CC1	-7%	-10%	0	-4%	0%	-11%	-8%	-8%	-4%	-2%	-7%

Molecule | Gal4-VP16 FLuc | RORg inh | Giardia killer | FLuc counter | NPC1 promoter act | Menin-MLL TR inh | BRCA1 expr up | PKM2 act | p53 reactivation | ELG1 genotox | Rab9 promoter act
CSc1nnc(Cn2c(=O)sc3ccccc32)n1CCc1ccccc1 | 9% | -13% | -29 | 3% | -1% | -10% | -10% | 4% | -6% | 6% | -2%
Cc1cccc(CCNC(=O)CCc2nc(-c3ccccc3F)no2)c1 | -4% | 29% | 29 | 3% | -1% | -10% | -1% | -4% | -9% | -3% | 0%
Cc1ccc(Nc2nc(Cl)nc(NC3CCCCC3)n2)cc1 | -14% | ? | 26 | -25% | 18% | 12% | -86% | . | ? | 9% | ?
CCn1c(=O)cc(SCC(=O)Nc2ccc3c(c2)OCO3)c2ccccc21 | ? | 31% | -4 | -13% | 5% | 20% | 29% | 5% | -11% | 16% | -4%
Cc1cccc(-n2cc(CN3CCCN(C=O)CC3)c(-c3cccc(F)c3)n2)c1 | 27% | 14% | -6 | 13µM* | -5% | 0% | 29% | 1% | 0% | 1% | 0%
Cc1oc(/C=N/NS(=O)(=O)c2ccccc2)cc1Br | 12% | 11%[10 µM] | -25 | 0% | 1% | 17% | 0% | 0% | 6% | ? | -3%
COC(=O)Cc1[nH]c(Cl)nc1C(N)=O | -6% | 5% | 3 | 1% | 0% | . | 33% | -2% | -1% | 0% | -2%
Nc1ccc2nn(-c3cc([N+](=O)[O-])ccc3O)nc2c1 | 8% | -1% | -1 | 0% | 11% | ? | -30% | -4%[11.5 µM] | 5% | -4% | 17%

RORg inh: hit marks shown above.
| mol | RORg inh | NPC1 promoter act | Menin-MLL TR inh | BRCA1 expr up | PKM2 act | p53 reactivation | Rab9 promoter act |
| --- | --- | --- | --- | --- | --- | --- | --- |
| CCn1c(CN2CCN(c3ccc(Cl)cc3)CC2)nc2ccccc21 | 10µM* | -7% | -16% | -2%[1.84 µM] | -9% | 10% | -1% |

Among those listed so far, these contain bromine.
Molecule | Gal4-VP16 FLuc | RORg inh | Giardia killer | FLuc counter | NPC1 promoter act | Menin-MLL TR inh | BRCA1 expr up | PKM2 act | p53 reactivation | ELG1 genotox | Rab9 promoter act
COc1ccc(C(=O)C[n+]2cccc(Br)c2)cc1 | 0% | -4% | -1 | -1% | -4% | . | 23% | -1% | 1% | -4% | -2%
Cc1oc(/C=N/NS(=O)(=O)c2ccccc2)cc1Br | 12% | 11%[10 µM] | -25 | 0% | 1% | 17% | 0% | 0% | 6% | ? | -3%

(list continues)
Molecule | Gal4-VP16 FLuc | RORg inh | Giardia killer | FLuc counter | NPC1 promoter act | Menin-MLL TR inh | BRCA1 expr up | PKM2 act | p53 reactivation | ELG1 genotox | Rab9 promoter act
O=C(Nc1nnc(SCc2cccc3ccccc23)s1)C1COc2ccccc2O1 (stereo not drawn) | ? | ? | -2 | 2% | -3% | ? | 14% | 9% | 9% | 2% | 0%
CC(=O)c1cccc(NC(=O)N2CC(C)OC(C)C2)c1 (stereo not drawn) | -2% | -15% | -1 | -1% | -1% | 2% | -5% | 2% | -7% | 0% | -1%
O=C(CSc1nnc(-c2cccnc2)o1)Nc1ccccn1 | 9% | 27% | -15 | 0% | 3.2µM* | 9% | ? | ? | 29% | 7.3µM* | 4µM*
Cc1c(C(=O)Nc2ccc(S(=O)(=O)Nc3ncccn3)cc2)oc2ccc(Cl)cc12 | -9% | 5% | 6 | -16% | -3% | . | 3% | . | 4% | 7% | -7%
Cc1ccc2nc(/C(C#N)=C/c3ccc(-c4ccccc4C(=O)O)o3)[nH]c2c1 | -5% | -22% | 2 | 4.3µM* | -3% | ? | 2% | . | 0% | 0% | 0%
NC(=O)NOCc1c(F)cccc1Cl | 4% | -19% | 10 | 0% | 8% | -4% | 7% | -14% | 0% | 10% | -1%
CN(C)CCCN(Cc1ccc2c(c1)OCO2)C(=O)NC1CCCCC1 | 2% | 14% | -11 | -1% | 0% | . | -4% | -3% | -2% | 1% | -4%
Cc1cccc(CSc2nc3ccccc3c(=O)n2C)c1 | . | . | -7 | . | -7% | . | -27% | . | 6% | -4% | -2%

Screens: PubChem, National Center for Advancing Translational Sciences (NCATS)
